Compound activity (PubChem BioAssay)
GPR55 activation: selective activators of receptor GPR55 – imaging, U2OS cells, beta-arrestin-GFP redistribution, primary screen (AID 1961). U2OS GPR55 beta-arrestin-GFP redistribution imaging; higher % means a stronger effect. activation, % at 10 µM, or EC50 in µM where a hit was titrated. 290,000 tested, 0.048% active;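 active means activation above 40% with more than 50 cells counted in the well; inconclusive means wells holding fewer than 50 cells, flagged as toxic or sparse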;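 further: U2OS osteosarcoma cells stably expressing GPR55 and beta-arrestin-GFP; plate controls were DMSO negative control for no effect and LPI positive control for full effect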
West Nile virus CPE: inhibition of WNV-induced cytopathic effect – cell-based, CPE readout (AID 1621); one-dose CPE inhibition, % at 10 µM; IC50 in µM for titrated hits; 290,000 tested, 0.02% active; West Nile virus-infected cells, CPE inhibition; higher % means a stronger effect; in the data active means a potency from the dose series; inconclusive means CPE inhibition mostly from about 3.7% at the one dose, without a potency; inactive means the rest, 99 in 100 with CPE inhibition below about 2.2%; further: strong numbers were not always called active
KOR beta-arrestin-1: kappa opioid receptor activators – cell-based, luminescence, uHTS, primary screen (AID 1777). KOR beta-arrestin recruitment, luminescence; higher % means a stronger effect. activation, % at 10 µM; hits with a dose series show EC50 in µM. 280,000 tested, 0.02% active; in the data active means activation above about 50%, passing the limit was not always enough; further: a part of the inactive calls stands beside numbers as strong as those of hits
NTR1 agonist: agonists of NTR1, primary screen, imaging, U2OS cells, beta-arrestin-GFP, high content (AID 493036). P30989. NTR1-U2OS beta-arrestin-GFP spot imaging, agonist mode. activation, % at 20 µM. 330,000 tested, 0.17% active;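 active means activation at or above 40% of the spot to cytoplasm intensity ratio, with at least 20 cells analyzed; inconclusive means wells under 20 cells, flagged as cytotoxic or low count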;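 further: 0% = DMSO without peptide and 100% = 100 nM NTR1 peptide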
Target sequence (P30989 whole entry, looked up): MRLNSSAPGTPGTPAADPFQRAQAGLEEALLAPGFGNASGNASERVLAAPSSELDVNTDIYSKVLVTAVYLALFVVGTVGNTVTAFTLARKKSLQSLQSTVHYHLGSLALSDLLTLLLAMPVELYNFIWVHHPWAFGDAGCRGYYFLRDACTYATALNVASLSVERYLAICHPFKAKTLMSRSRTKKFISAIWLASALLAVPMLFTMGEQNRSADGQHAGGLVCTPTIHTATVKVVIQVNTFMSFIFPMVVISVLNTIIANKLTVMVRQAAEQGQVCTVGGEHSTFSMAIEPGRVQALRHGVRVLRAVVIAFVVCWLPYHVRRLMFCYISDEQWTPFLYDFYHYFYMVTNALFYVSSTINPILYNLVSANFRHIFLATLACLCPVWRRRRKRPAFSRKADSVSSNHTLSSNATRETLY
GPR35 arrestin U2OS: inhibition of zaprinast-stimulated GPR35 beta-arrestin translocation – imaging, U2OS, beta-arrestin-GFP, zaprinast agonist, primary screen (AID 2058); inhibition, % at 10 µM, or IC50 in µM where a hit was titrated; 290,000 tested, 0.052% active; U2OS GPR35 beta-arrestin-GFP translocation imaging, zaprinast antagonism; higher % means a stronger effect;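 active means inhibition of at least 50% with at least 30 cells and total cytoplasm GFP at most 10,000,000; inconclusive means under 30 cells or total GFP of 10,000,000 plus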
Salmonella PhoP GFP: PhoP-dependent GFP reporter repression – Salmonella Typhimurium, primary screen (AID 1863). S. Typhimurium PhoP-regulated promoter GFP reporter, 4 h; higher % means a stronger effect. one-dose inhibition, % at 50 µM; IC50 in µM for titrated hits. 300,000 tested, 0.16% active;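 active means inhibition over 29.93%, a cutoff 3 SD above the screen mean, later confirmed by dose response; inconclusive means inhibition over 29.93% but no dose response follow-up; inactive means inhibition at most 29.93% or unconfirmed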;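 further: 0% = low Mg2+ inducing control and 100% = high Mg2+ repressing control; strong numbers were not always called active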
KOR beta-arrestin-2: kappa opioid receptor blockers – cell-based, luminescence, uHTS (AID 1778) | 290,000 tested, 0.091% active | inhibition, % at 10 µM, or IC50 in µM where a hit was titrated | KOR beta-arrestin recruitment, luminescence, antagonist mode; higher % means a stronger effect; in the data active means inhibition above about 50%; further: strong numbers were not always called active
T cell modulator: T cell immune modulation candidate; calls only at 7 µM; 2C CD8+ T cell-vesicle binding, flow cytometry; stronger effect = lower value; 330,000 tested, 0.068% active; AID 2052;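 active means response, share of CD8 T cells binding vesicles, and their 90th percentile fluorescence all below set limits, cut at about 80% in these data, passing the limit was not always enough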
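Also added: QL9-peptide-loaded Drosophila micro-vesicles bearing Ld, ICAM-1 and B7-1; Test system: purified 2C TCR transgenic mouse naive CD8+ T cells; Measured by: cytometric PE anti-B7-1 and Alexa647 anti-CD8 signals after 1% paraformaldehyde fixation; Timing: binding step 1.5 h, 37 °C, antibody labelling 20 min, ice.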
GPR55 LPI antagonism: GPR55 antagonists blocking LPI-driven arrestin recruitment, primary screen, imaging, U2OS, beta-arrestin-GFP, LPI agonist (AID 2013); one-dose inhibition, % at 10 µM; IC50 in µM for titrated hits; U2OS GPR55 beta-arrestin-GFP translocation imaging, LPI antagonism; higher % means a stronger effect; 290,000 tested, 0.13% active;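 active means spots per cell inhibited over 60%, with over 100 cells counted and total cytoplasm intensity under 500,000; inconclusive means wells with under 100 cells, flagged as likely toxic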;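 further: U2OS cells stably carrying GPR55 and arrestin-GFP stimulated by 5 µM LPI near EC80; imaged beta-arrestin-GFP aggregate spots per cell after agonist stimulation; plate controls were LPI-stimulated DMSO wells for no effect and DMSO wells without LPI for full effect; some results filed as inactive read as strong as hits; confirmed hits need IC50 under 10 µM and bright autofluorescent wells are also inconclusive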
T cell modulator vesicle-bound %: further read-out of T cell modulator, marked with its call; double positive events, %; measured here: CD8+ vesicle-bound cell fraction;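 binding gate set so that unloaded-vesicle control wells show 10% double positive cells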
NTR1 agonist cell count 20 µM: further read-out of NTR1 agonist, marked with its call; cell count; measured here: cell count, cytotoxicity flag
The depositor's hits bear a star; i = inactive; ? = inconclusive; . = not tested or not shown; [ ] = dose if it differs, or a comment.

SMILES | GPR55 activation | West Nile virus CPE | KOR beta-arrestin-1 | NTR1 agonist | NTR1 agonist cell count 20 µM | GPR35 arrestin U2OS | Salmonella PhoP GFP | KOR beta-arrestin-2 | T cell modulator | T cell modulator vesicle-bound % | GPR55 LPI antagonism
CCOC(=O)N1CCN(C(=O)CN(c2ccc3c(c2)OCO3)S(C)(=O)=O)CC1 | 0.7% | -0.7% | 5.3% | -0.2 | 50 | -9% | 13% | -24% | i | 35 | -7%
CC(SCc1ccccc1)C(=O)Nc1ccccc1Br (stereo unspecified) | -0.1% | 0.0% | 0.4% | 1.8 | 60 | 3% | 0% | -3%[20 µM] | i | 56 | -43%
CCC/C(O)=C1\C(=O)CCCC1=NCCCCCC(=O)O | -0.1% | 1.1% | 5.7% | 1.0 | 40 | 3% | -12% | -6% | i | 12 | -2%
Cc1ccccc1NC(=O)c1ccc2c(c1)OCCO2 | 0.0% | 0.2% | -1.5% | -1.1 | 52 | 13% | -6% | -3% | i | 37 | 8%
COc1cccc(C(C)N(C)Cc2nc(COc3ccccc3)no2)c1 (stereo unspecified) | 0.4% | -0.1% | 6.7% | 3.0 | 60 | -6% | -10% | 7% | i | 28 | -2%
Cc1ccccc1NC(=S)NNc1ncc(C(F)(F)F)cc1Cl | -0.2% | 0.5% | -5.0% | -0.3 | 52 | 7% | -3% | 42% | i | 45 | 3%
c1ccc(Nc2nc(N3CCOCC3)nc(N3CCOCC3)n2)cc1 | 0.0% | 1.8% | -0.8% | 0.6 | 55 | -6% | 5% | 18% | i | 54 | -3%
C=CCn1c(-c2ccoc2C)n[nH]c1=S | 0.0% | -0.2% | -3.2% | -1.0 | 63 | 2% | -3% | -25% | i | 15 | 0%
C[N+]1([O-])[C@@H]2Cc3cc4c(cc3[C@@H]1Cc1cc3c(cc12)OCO3)OCO4 (stereo partly specified) | -0.1% | -0.2% | -0.9% | 0.6 | 58 | 0% | -8% | 7% | i | 26 | 4%
O=C(NNc1ccc([N+](=O)[O-])cc1)C1CC2CCCC(C1)C2=O (stereo unspecified) | -0.1% | -0.4% | 6.5% | -0.2 | 68 | -10% | 1% | -11% | i | 62 | 4%
CCC1SC2=NCCN2C1(O)c1ccc(Cl)cc1 (stereo unspecified) | -0.2% | -1.6% | -0.9% | -1.1 | 79 | -10% | 20% | 6% | i | 22 | -15%
O=C1CC2c3ccccc3C1C1C(=O)N(Cc3ccccc3)C(=O)C21 (stereo unspecified) | -0.1% | 1.1% | -8.6% | -0.2 | 53 | 14% | -2% | 0%[20 µM] | i | 29 | 0%
Cc1cc(C)nc(N2CCC(C(=O)NCc3ccco3)CC2)n1 | 0.1% | 0.4% | 1.8% | -0.9 | 78 | -5% | -5% | -27% | i | 59 | -9%
COc1cccc(C(=O)NNC(=O)c2ccccc2Br)c1 | 0.9% | 0.1% | 0.7% | -0.9 | 57 | 6% | 4% | 8% | i | 12 | -4%
CC(C)(C)c1cc(NC(=O)NN2CCOCC2)nn1-c1c(Cl)cc(Cl)cc1Cl | 0.5% | -0.8% | 2.7% | 1.4 | 52 | 16% | 2% | 33% | i | 46 | -7%
COc1ccc(-c2coc3cc(OC)cc(OC)c3c2=O)cc1 | 0.2% | -0.9% | -1.5% | -0.1 | 73 | -4% | 1% | -13% | i | 36 | 20%
Cc1ccc(CSc2nnc(CNc3ccc(F)cc3)o2)cc1 | -0.3% | 0.1% | -5.4% | 0.6 | 39 | -9% | -6% | 14% | i | 54 | 10%
CCOc1cc(/C=C2/C(=O)ON=C2C)ccc1OCc1ccccc1 | 0.3% | -0.7% | . | 48* | 46* | 0% | 0% | -95%[20 µM] | i | 48 | 11%
COc1ccc(OCC(=O)N2N=C(C(F)F)CC2(O)C(F)F)cc1 (stereo unspecified) | -0.3% | -0.5% | 2.4% | 1.4 | 71 | 7% | 10% | -24% | i | 43 | 6%
COc1ccc(-c2[nH]ncc2CN(C)Cc2cnccn2)c(OC)c1 | -0.1% | -0.2% | -11% | -0.8 | 73 | 6% | 7% | 7%[20 µM] | i | 64 | -10%
CCC1(C)NC(=O)N(/N=C/c2cc(OC)c(O)c(OC)c2)C1=O (stereo unspecified) | 0.2% | -0.1% | -1.2% | 0.5 | 57 | 3% | 3% | 3% | i | 47 | -1%
Cc1cccc2cc3c(N)c(C(=O)N4CCOCC4)sc3nc12 | -0.1% | ? | -2.3% | -1.8 | 74 | 14% | -12% | -9% | i | 43 | -21%
Cc1c2c(nc3nc4ccccc4n13)CCCC2=O | -0.2% | -0.1% | -1.8% | . | . | 4% | -1% | 15% | . | . | 1%
Cc1cccc(N=C2N=C(N)c3ccccc32)c1 | -0.1% | -0.4% | 2.3% | 4.0 | 73 | 8% | 26% | 5% | i | 17 | 3%
CCOc1ccc(Nc2nc(NCC(=O)O)nc(N)c2[N+](=O)[O-])cc1 | -0.1% | 0.2% | -4.6% | 1.5 | 95 | -11% | . | 3% | i | 48 | -2%
CCOC(=O)C1CN(S(=O)(=O)c2ccc(OC)cc2)c2cc(S(=O)(=O)CC)ccc2O1 (stereo unspecified) | -0.2% | -0.1% | -4.1% | -0.8 | 93 | -14% | 4% | 3% | i | 33 | -7%
O=C(COC(=O)c1cccc(N2C(=O)C3CC=CCC3C2=O)c1)c1ccccc1 (stereo unspecified) | 1.4% | 1.1% | -6.4% | 0.8 | 66 | 3% | -2% | -1% | i | 44 | 12%
O=C(Nc1ccnn1C1CCN(CCCC2CCCC2)CC1)c1ccccc1 | 0.2% | -1.0% | 2.8% | -0.7 | 67 | 11% | -5% | -37% | i | 63 | 5%
O=C(CSc1nnc(-c2ccccc2)o1)NCC1CCCCC1 | -0.1% | -0.1% | 9.6% | 0.4 | 61 | -4% | 13% | -18% | i | 29 | -4%
Cn1cccc1-c1nc2ccccc2n1Cc1ccccc1 | 0.0% | -0.2% | -4.3% | -1.0 | 71 | -6% | 4% | 7% | i | 27 | 3%

Compound profiles, from the list above. Screens in order: GPR55 activation | West Nile virus CPE | KOR beta-arrestin-1 | NTR1 agonist | NTR1 agonist cell count 20 µM | GPR35 arrestin U2OS | Salmonella PhoP GFP | KOR beta-arrestin-2 | T cell modulator | T cell modulator vesicle-bound % | GPR55 LPI antagonism
O=C(CSc1nnc(-c2ccccc2)o1)NCC1CCCCC1 in the list: -0.1% | -0.1% | 9.6% | 0.4 | 61 | -4% | 13% | -18% | i | 29 | -4%
Cc1cccc(N=C2N=C(N)c3ccccc32)c1 in the list: -0.1% | -0.4% | 2.3% | 4.0 | 73 | 8% | 26% | 5% | i | 17 | 3%

Remaining list, next part:
SMILES | GPR55 activation | West Nile virus CPE | KOR beta-arrestin-1 | NTR1 agonist | NTR1 agonist cell count 20 µM | GPR35 arrestin U2OS | Salmonella PhoP GFP | KOR beta-arrestin-2 | T cell modulator | T cell modulator vesicle-bound % | GPR55 LPI antagonism
COc1cc(/C(C)=N/NC(=O)CSc2nncn2C)ccc1OCc1ccccc1Cl | -0.3% | -0.3% | -1.5% | 0.5 | 56 | . | 5% | 20% | i | 48 | 4%
COc1ccc(C(=O)NNC2CC(=O)N(Cc3ccc(Cl)cc3)C2=O)cc1OC (stereo unspecified) | -0.4% | -0.1% | -0.4% | 3.2 | 40 | 2% | -1% | 5% | i | 48 | 8%
O=C(C1CC1)N1CCc2cc(Br)cc(S(=O)(=O)NCc3ccco3)c21 | 0.2% | ? | 0.1% | 1.4 | 88 | -17% | 10% | 13% | i | 36 | 12%
COc1ccc(-c2oc3ncn4nc(Cc5ccccc5)nc4c3c2-c2ccc(OC)cc2)cc1 | 0.1% | 0.2% | -3.7% | -1.2 | 71 | 4% | -3% | 25% | i | 26 | 12%
COc1cccc(C(=O)Nc2cc(C(=O)NCCc3ccccc3)ccc2Cl)c1 | 0.0% | 0.3% | 4.9% | -0.4 | 50 | 5% | -7% | -24% | i | 44 | -9%
O=C(CCCC(=O)OCC(Cl)=C(Cl)Cl)Nc1ccc(F)cc1 | -0.2% | 0.3% | -4.3% | -0.9 | 67 | -15% | -10% | -13% | i | 46 | 0%
COc1cccc(CNC(=O)N2CCN(c3ccccc3Cl)CC2)c1 | -0.1% | -0.3% | -0.4% | 0.0 | 35 | 7% | 5% | -16% | i | 27 | -6%
CCCCC(CC)CNC(=O)CCS(=O)(=O)c1cccc2nonc12 (stereo unspecified) | 0.0% | . | 2.6% | -0.8 | 96 | -9% | -7% | 22% | i | 10 | -1%
O=C1CCCN1CCCn1cnc2c([nH]c3ccc(F)cc32)c1=O | -0.2% | 0.3% | 12% | 0.9 | 38 | -9% | -2% | 21% | i | 34 | 9%
CCOc1ccccc1N(CC(=O)NC1CCCCC1)S(=O)(=O)c1ccccc1 | -0.1% | -1.4% | -1.3% | 2.2 | 49 | 4% | 2% | 12% | i | 50 | -8%
CCOc1ccccc1N1CC(C(=O)Nc2ccc(C(=O)O)cc2)CC1=O (stereo unspecified) | -0.1% | -0.1% | -4.8% | 0.4 | 30 | 6% | 3% | -44% | i | 17 | 6%
Cn1c(=O)c2c3c(sc2n2c(SCc4ccc5c(c4)OCO5)nnc12)COC(C)(C)C3 | -0.2% | . | 0.6% | . | . | -14% | . | -2% | . | . | 11%
CCOc1ccc2c(c1)C(N(CCN1CCOCC1)C(=O)Nc1ccccc1)CC(C)(C)O2 (stereo unspecified) | -0.2% | -0.7% | -5.9% | 0.1 | 60 | -2% | 10% | -6% | i | 63 | 6%
C#CCOCCOCCOCCNc1nc(N2CCN(C(=O)Cn3cc(CCCN=C(N)N)nn3)CC2)nc(N2CCN(C(=O)[C@H](C(C)C)n3cc(CCO)nn3)CC2)n1 | 0.2% | -0.4% | -0.8% | 0.6 | 54 | -12% | 0% | -7% | . | . | -1%

Taken from above:
GPR55 activation result of `O=C1CC2c3ccccc3C1C1C(=O)N(Cc3ccccc3)C(=O)C21` (stereo unspecified) is entered as -0.1%
GPR55 activation result of `O=C(NNc1ccc([N+](=O)[O-])cc1)C1CC2CCCC(C1)C2=O` (stereo unspecified) is entered as -0.1%
KOR beta-arrestin-1 result of `CCOC(=O)N1CCN(C(=O)CN(c2ccc3c(c2)OCO3)S(C)(=O)=O)CC1` is entered as 5.3%
